PrPC surface inh: inhibitors of human cell surface prion protein PrPC, primary screen, cell-based, TR-FRET | AID 720596, 2013 | TR-FRET read-out | inhibition, % at 13.8 µM | 370,000 compounds, 0.43% hits; in the data active means inhibition above about 24%; further: 0% = median of the test wells and 100% = reference compound wells
CCHF vOTU inh: CCHFV vOTU protease inhibitors, primary screen, biochemical, Pep-AMC substrate, fluorescence. inhibition, % at 11.5 µM. 370,000 compounds, 0.55% hits. Crimean-Congo hemorrhagic fever virus L polyprotein viral ovarian tumor (vOTU) protease …; in the data active means inhibition above about 30%; further: 0% = vehicle wells with enzyme and 100% = no enzyme wells
The depositor's hits bear a star.

smiles | PrPC surface inh | CCHF vOTU inh
CCN1CCCCC(NC(=O)c2ccccc2OC)C1=O (stereo unspecified) | -4.4 | 0.5
Cc1ccc(NC(=O)OC2CC3CC2[C@H]2CCCCN2C3)cc1C (stereo partly specified) | -1.6 | -10.4
CCCCOc1ccc(C(=O)NC2CCCCN(Cc3cccc(C(F)(F)F)c3)C2=O)cc1 (stereo unspecified) | 2.9 | 23.3
CCN(CC)C(=O)CC[C@H]1CC[C@]2(CCCN(Cc3ccccc3)C2)O1 | -3.1 | -2.9
Cc1cccc(NC(=O)C[C@H]2CC[C@H]3[C@@H](COc4ccc(NC(=O)Nc5ccccc5)cc4C(=O)N3C)O2)c1 | -3.8 | -1.1
CCOC(=O)[C@]12CCCC=C1N(Cc1ccc(OC)cc1)C(=O)[C@@H]2CC(=O)N1CCOCC1 | 7.6 | -2.9
C=CCN(C(=O)[C@@H](CCCC)[C@@H](O)c1ccc(Cl)cc1)c1ccccc1 | -0.4 | 13.8
O=C(c1ccc(F)cc1Cl)N(Cc1ccccn1)CC1CCCO1 (stereo unspecified) | 11.6 | 17.4
O=C(NC1CCCCN(Cc2ccc(Cl)cc2)C1=O)c1ccccc1 (stereo unspecified) | -1.0 | 10.9
CCOC(=O)[C@]12CCCC=C1N(Cc1ccc(OC)cc1)C(=O)[C@@H]2CC(=O)NCC12CC3CC(CC(C3)C1)C2 | 1.0 | 14.2
Cc1cc(-c2n[nH]c(=S)n2N=Cc2ccc(OCc3ccccc3)cc2)n[nH]1 | 3.6 | 5.7
O=C(CSc1nnc(COc2ccc(Cl)cc2)n1Cc1ccco1)Nc1ccc(OCc2ccccc2)cc1 | 5.9 | 6.9
CCCCNC(=O)C1CCCN1C(=O)Nc1cc(Cl)cc(Cl)c1 (stereo unspecified) | -2.8 | -0.8
CCCCN1CN2CCc3ccccc3C2CS1(=O)=O (stereo unspecified) | 2.1 | 0.8
COC(=O)[C@]12C[C@H](CC(=O)N3CCC(c4ccccc4)CC3)C(=O)N(CCC3=CCCCC3)C1=C[C@H](C(C)C)O[C@@H]2C1CC1 | -0.8 | 22.2
O=C(Nc1ccc2c(c1)OCO2)N1CCC(c2nc3ccc(Cl)cc3[nH]2)CC1 | -5.6 | -3.3
C#CCN1C(=O)[C@]2(NCCc3c2[nH]c2ccc(OC)cc32)c2ccccc21 | 6.7 | -7.2
O=S1(=O)c2c(NCc3ccco3)cccc2Oc2ccccc2CN1Cc1cn(Cc2ccc(Cl)cc2)nn1 | -2.2 | 4.4
O=C(CSc1nnc(-c2ccccc2)n1-c1ccccc1)NN=C/C=C\c1ccccc1[N+](=O)[O-] | -5.9 | 19.5
COc1cc(NC(=O)C2CCCN(S(=O)(=O)c3cc(OC)ccc3OC)C2)cc(OC)c1 (stereo unspecified) | -8.1 | 3.1
O=C(CSc1nnc(-c2ccccc2F)n1Cc1ccco1)Nc1ccccc1-c1ccccc1 | -1.2 | 2.7
CCOC(=O)CC[C@@H]1CC[C@]2(CCCN(C(=O)c3ccno3)C2)O1 | 5.1 | 9.7
Cc1ccc(NC(=O)NNC(=O)CCn2nc(C)c([N+](=O)[O-])c2C)cc1C | -3.7 | -5.7
c1ccc(-c2cccc3[nH]cc(-c4ccccc4)c23)cc1 | 5.3 | -0.4
CCCCN(C)C(=O)CNc1nnnn1-c1ccccc1 | -3.8 | 0.5
c1cc(-c2nnc3n2N=C(c2ccc4c(c2)OCO4)CS3)ccn1 | -12.9 | 18.2
Clc1ccc([C@H]2OC[C@@]3(CNCCc4c[nH]c5ccccc45)CS[C@H](c4ccc(Cl)cc4)N23)cc1 | 3.3 | 19.9
Cc1cccc(NC(=O)C2CCN(c3nnc(-n4cccc4)s3)CC2)c1C | 9.6 | 7.4
Cc1ccccc1CCC[C@@H](CC1CCCCC1)CN(C)C(=O)Oc1ccccc1 | -4.1 | 5.0
COc1cccc(OC[C@@H](O)CN2CCC(C(O)(c3ccccc3)c3ccccc3)CC2)c1 | -16.6 | -6.5

Random excerpt: 2 records from the list, in no set order.
smiles | PrPC surface inh | CCHF vOTU inh
c1cc(-c2nnc3n2N=C(c2ccc4c(c2)OCO4)CS3)ccn1 | -12.9 | 18.2
Cc1cc(-c2n[nH]c(=S)n2N=Cc2ccc(OCc3ccccc3)cc2)n[nH]1 | 3.6 | 5.7

The list continues:
smiles | PrPC surface inh | CCHF vOTU inh
CC(C)(C)c1ccc(-c2nnc(SCC(=O)Nc3ccc4c(c3)OCCO4)n2-c2ccc(Cl)cc2)cc1 | -0.5 | 16.5
COC1=C[C@H](C(=O)NCc2ccc(Br)cc2)[C@H](C)[C@@H](c2ccccc2)CC1=O | 3.7 | -0.6
Cc1ccc(NC(=O)Cc2ccc(F)cc2)c(S(=O)(=O)N2CCOCC2)c1 | -5.7 | -0.8
COc1ccc(-c2cc(-c3nnc4sc(Cc5cccs5)nn34)[nH]n2)cc1 | -0.1 | 4.7
CCN(CC)C(=O)CC[C@H]1CC[C@]2(CCCN(c3ccccc3)C2)O1 | -4.2 | 7.9
COCCCN1C(=O)[C@H](CC(=O)NCCCN2CCCC2=O)[C@]2(C(=O)OC)CCCCC=C12 | 4.0 | 4.7
CCn1c2ccccc2c2cc(NC(=O)CSc3nnc(-c4ccccc4)n3-c3ccc(C)cc3)ccc21 | 0.1 | 11.9
CCn1c(COc2ccc(C)cc2)nnc1SCC(=O)Nc1ccccc1-c1ccccc1 | 22.4 | 12.1
O=C(NCCc1c[nH]c2ccccc12)OCc1cn(Cc2cc(F)ccc2F)nn1 | 11.5 | 3.5
CCN(Cc1ccccc1)C(=O)CCCN1C(=O)COc2ccc(C)cc21 | 0.6 | -3.9
COCCCN1C(=O)[C@H](CC(=O)N2CCCC2)[C@]2(C(=O)OC)CCCCC=C12 | -10.3 | -6.4
CN(Cc1ccccc1F)C(=O)C1CCCN(c2ncccn2)C1 (stereo unspecified) | -3.9 | -2.9
O=C(CCc1ccccc1)N[C@H]1[C@@H](O)CCC[C@]12C(=O)N(Cc1ccccc1)c1ccccc12 | -4.9 | 6.0
COC(=O)[C@]12C[C@H](CC(=O)NCCCCc3ccccc3)C(=O)N(CCC3=CCCCC3)C1=C[C@H](C1CCCC1)O[C@@H]2C | 3.3 | 19.9
CN(C)[C@@H]1CCN(c2cccc3c2S(=O)(=O)N2CC[C@@H](C2)O3)C1 | -5.9 | -3.2
O=C(Nc1ccc(F)cc1)OCCCN1C(=O)CCC12CCCCC2 | 10.7 | 3.5
CCCN1CCS(=O)(=O)N(Cc2cn(Cc3ccc(F)cc3)nn2)C(C(=O)OC)C1 (stereo unspecified) | 7.2 | -3.9
COC(=O)[C@]12C[C@H](CC(=O)NCCCCc3ccccc3)C(=O)N(Cc3ccc(Cl)cc3Cl)C1=C[C@H](C1CCCC1)O[C@@H]2C | -0.2 | 21.0
CC(C)C[C@@H]1NC(=O)[C@H]2C[C@]3(c4ccccc4)c4ccccc4N[C@H]3N2C1=O | -8.4 | 7.6
O=C(CCc1ccccc1)N[C@H]1[C@H](OC(=O)c2ccco2)CCC[C@]12C(=O)N(Cc1ccccc1)c1ccccc12 | 2.6 | 6.1
Cc1noc(C)c1C(C)C1=CCCCC1 (stereo unspecified) | 1.1 | -0.3
CC(=O)N1CCc2cc(S(=O)(=O)NC3CCN(C(=O)C(C)(C)C)CC3)ccc21 | 2.4 | -1.5
COc1ccc2c3c([nH]c2c1)[C@]1(NCC3)C(=O)N(C)c2ccc(Cl)cc21 | 10.9 | 1.2
Cc1nc2sc(C(=O)NC3CC3)c(N)c2c(C)c1Cl | -5.8 | -4.8
CCCCOCCCNC(=O)C[C@H]1C[C@@]2(C(=O)OC)C(=C[C@H](C(C)(C)C)O[C@@H]2C)N(Cc2ccco2)C1=O | 13.1 | 11.2
O=S(=O)(CC1NCc2cc(F)ccc21)NCCc1ccccc1 (stereo unspecified) | -1.6 | 16.1
CCOC(=O)N1CCN(C(=O)C[C@@H]2C(=O)N(CCc3ccc(Cl)cc3)/C3=C/CCCCC[C@@]32C(=O)OCC)CC1 | 2.5 | 10.0
Cc1ccc(OCC(C)CN2CCC(C(O)(c3ccccc3)c3ccccc3)CC2)cc1 (stereo unspecified) | -9.6 | 10.1
COC(=O)[C@]12C[C@H](CC(=O)N3CCN(C(=O)c4ccco4)CC3)C(=O)N(Cc3ccco3)C1=C[C@H](C(C)C)O[C@@H]2C1CC1 | 3.1 | 20.1
Cc1cc(OC[C@@H](O)CN2CCC(C(O)(c3ccccc3)c3ccccc3)CC2)ccc1Br | -12.8 | 13.9

5 structures already listed, arranged by heavy-atom count, falling.
smiles | PrPC surface inh | CCHF vOTU inh
COC(=O)[C@]12C[C@H](CC(=O)NCCCCc3ccccc3)C(=O)N(Cc3ccc(Cl)cc3Cl)C1=C[C@H](C1CCCC1)O[C@@H]2C | -0.2 | 21.0
COCCCN1C(=O)[C@H](CC(=O)NCCCN2CCCC2=O)[C@]2(C(=O)OC)CCCCC=C12 | 4.0 | 4.7
COCCCN1C(=O)[C@H](CC(=O)N2CCCC2)[C@]2(C(=O)OC)CCCCC=C12 | -10.3 | -6.4
CCN(Cc1ccccc1)C(=O)CCCN1C(=O)COc2ccc(C)cc21 | 0.6 | -3.9
CN(C)[C@@H]1CCN(c2cccc3c2S(=O)(=O)N2CC[C@@H](C2)O3)C1 | -5.9 | -3.2

Further results
smiles | PrPC surface inh | CCHF vOTU inh
CN(Cc1ccccc1)S(=O)(=O)c1cccc(C(=O)OCc2ccccc2)c1 | 2.8 | 4.2
CC(COc1ccc(S(C)(=O)=O)cc1)CN1CCC(C(O)(c2ccccc2)c2ccccc2)CC1 (stereo unspecified) | -11.8 | -2.7
CCOC(=O)[C@]12CCCCC/C=C\1N(Cc1ccc(OC)cc1)C(=O)[C@H]2CC(=O)N1CCCC1 | -4.0 | 7.5
C[C@H](O)[C@@H]1CN2CCc3c([nH]c4c(-c5ccc6c(c5)OCO6)cccc34)[C@@H]2C[C@@H]1N(C)C(=S)NCCc1ccccc1 | -2.3 | 0.4
O=S1(=O)c2c(NCc3ccco3)cccc2Oc2ccccc2CN1Cc1cn(Cc2cccc(C(F)(F)F)c2)nn1 | -2.4 | 4.4
Cc1n[nH]c(C)c1S(=O)(=O)NCCc1cccc(F)c1 | -6.5 | -4.8
CC(=O)N1CCc2c1cccc2S(=O)(=O)NC(CC(C)C)C(=O)Nc1ccccc1C (stereo unspecified) | 3.5 | -2.7
O=C(CCc1ccccc1)N[C@H]1[C@@H](OC(=O)c2ccco2)CCC[C@@]12C(=O)N(Cc1ccccc1)c1ccccc12 | 6.0 | 16.7
O=S(=O)(CC1NCc2cc(F)ccc21)NCc1ccccc1 (stereo unspecified) | -0.5 | 0.3
O=C(NC1CCCCN(Cc2ccc(Cl)cc2)C1=O)c1ccccc1-c1ccc(Cl)c(Cl)c1 (stereo unspecified) | 2.3 | 1.0
Cc1ccc(-n2c(SCC(=O)Nc3cccc4ccccc34)nnc2-c2cnccn2)cc1 | -4.6 | 1.7
O=C(CSc1ncnc2sc3c(c12)CCCC3)Nc1ccc(Oc2ccccc2)cc1 | 2.4 | 12.9
Cc1c(NS(=O)(=O)c2cc3c(cc2Br)CCN3C(=O)C2CC2)c(=O)n(-c2ccccc2)n1C | -4.3 | -0.1
CCCC[C@H]1C2CC(OC(=O)NCCCC(=O)OCC)C(C2)[C@H]2CCCCN21 (stereo partly specified) | -11.7 | -1.6
CCN1Cc2nnn(Cc3ccccc3)c2-c2cc(F)ccc2S1(=O)=O | -6.5 | -2.9
CCCC[C@H]1C2CC(OC(=O)NCc3ccccc3)C(C2)[C@H]2CCCCN21 (stereo partly specified) | -9.6 | -4.2
CCCCN(C)c1nc(C)nc2c1nnn2Cc1ccccc1 | 11.0 | 6.9
N#CCC[C@H]1CC[C@]2(CCCN(c3ccccc3)C2)O1 | 4.7 | 1.7
Cc1ccc(-n2c(COc3ccccc3)nnc2SCC(=O)Nc2ccc3c(c2)OCCO3)cc1 | 11.4 | 1.9
COc1ccc(S[C@]2(C(=O)N3CCN(c4ncccn4)CC3)CC(=O)N(C(=O)CCc3ccccc3)[C@@H]2c2ccc(OC)cc2)cc1 | 3.1 | -5.2
COc1ccc(Cn2cc(CN3[C@@H](CC(C)C)COc4ccc(Cl)cc4S3(=O)=O)nn2)cc1 | 3.9 | -9.1
O=C(C1CCN(c2cncnc2)CC1)N1CCOCC1 | -4.3 | -3.7
COC(=O)[C@]12C[C@H](CC(=O)NCc3cccc4ccccc34)C(=O)N(CCC3=CCCCC3)C1=C[C@H](C(C)C)O[C@@H]2C1CC1 | -1.2 | 5.1
CCOC(=O)[C@@]12CCC3=C1N(CCC3)C(=O)[C@H](CC(=O)NCc1cccc3ccccc13)C2 | 1.2 | -0.1
COC(=O)[C@@]12CCCCC3=C1N(CCC3)C(=O)[C@H]2CC(=O)NCCCN1CCCC1=O | -6.4 | -6.6
C=CCNC(=O)CN(C(=O)c1ccncn1)c1cccc(Br)c1 | -2.8 | -4.4
CC(C)(C)N1Cc2nnn(Cc3ccccc3)c2-c2cc(N3CCCC3)ccc2S1(=O)=O | 0.4 | -3.4
CCCCN1CN2Cc3cc(OC)ccc3C2CS1(=O)=O (stereo unspecified) | -4.5 | -5.9
C[C@@H](CO)N(Cc1cn(Cc2ccccc2)nn1)S(=O)(=O)c1ccccc1Br | -7.8 | 1.4
O=C1N(c2ccccc2)CC2CC(c3ccccc3)N3CCCC123 (stereo unspecified) | 3.8 | -4.1
CCOC(=O)[C@@]12CCCC=C1N(CCc1ccc(Cl)cc1)C(=O)[C@H]2CC(=O)NCC12CC3CC(CC(C3)C1)C2 | -2.2 | 5.3
COc1ccccc1CC(=O)NCCN1C(=O)C2C3C=CC(C3)C2C1=O (stereo unspecified) | -7.1 | 1.9
Cc1cccc(CCNC(=O)c2ccc(Sc3ccccc3Cl)c([N+](=O)[O-])c2)c1 | 5.5 | 15.5
Cc1ccc(NC(=O)Cc2cccc(OC(F)(F)F)c2)c(S(=O)(=O)N2CCOCC2)c1 | 5.2 | 1.6
Cc1ccc(C(=O)C2CCN(CC(=O)N(C)C3CCCCC3)CC2)cc1 | -7.1 | 1.4
O=C(Nc1cccc(Br)c1)OC1CC2CC1[C@H]1CCCCN1[C@H]2Cc1ccccc1 (stereo partly specified) | 6.2 | -4.3
CN(CC#Cc1ccccc1)C(N)=NC(=O)/C=C/c1ccccc1 | 7.9 | 1.5

Assay outcomes: PubChem, The Scripps Research Institute Molecular Screening Center

Not all compounds are listed; the hit share may differ from the screen's.
